PMI act satM6P: PMI (human) activation, high substrate; P34949; coupled PMI enzyme assay, resazurin fluorescence, 20 min; active compounds read high; 1 = untreated enzyme, 0 = substrate-free blank; activation factor at 20 µM; actives 0.34% (n = 190,000); AID 1216;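 active = activation factor of 2 or more at 20 µM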
Target sequence (P34949 whole entry, looked up): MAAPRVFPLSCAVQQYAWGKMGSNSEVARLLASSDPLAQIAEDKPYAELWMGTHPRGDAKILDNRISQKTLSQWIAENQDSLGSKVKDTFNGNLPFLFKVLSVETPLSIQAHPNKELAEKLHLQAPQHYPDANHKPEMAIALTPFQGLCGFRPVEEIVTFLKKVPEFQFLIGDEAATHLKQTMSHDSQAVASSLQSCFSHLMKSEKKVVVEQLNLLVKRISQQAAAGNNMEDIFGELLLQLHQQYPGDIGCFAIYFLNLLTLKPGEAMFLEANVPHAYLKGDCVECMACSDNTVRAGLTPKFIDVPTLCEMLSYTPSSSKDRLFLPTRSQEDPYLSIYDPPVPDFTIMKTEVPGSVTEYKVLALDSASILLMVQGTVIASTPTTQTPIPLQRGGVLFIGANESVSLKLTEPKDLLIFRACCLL
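Test system: human phosphomannose isomerase with PGI, G6PDH, diaphorase coupling enzymes; amount: 15 ng/mL PMI; incubation: enzyme reaction with compound 20 min at room temperature; technique: resorufin fluorescence (Ex 544/Em 590 nm) from resazurin via diaphorase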
NF-kB expr up: raises NF-kB expression in human neuronal cells | NF-kB reporter expression; active compounds read high | fold change at 12.5 µM | actives 1.6% (n = 190,000); in the data active = fold change above about 3.3
FLuc stim CS: affects firefly luciferase, flagging false hits in luciferase stimulation screens; 200,000 tested, under 10 active; ATPlite luciferase biochemical, luminescence, 10 min; 0 = ATP-free wells, 1 = DMSO control; AID 1027; activation factor at 10 µM; P08659;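 active = luciferase activation factor, scaled between plate controls, of at least 2 with compound at 10 µM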
Target sequence (P08659 whole entry, looked up): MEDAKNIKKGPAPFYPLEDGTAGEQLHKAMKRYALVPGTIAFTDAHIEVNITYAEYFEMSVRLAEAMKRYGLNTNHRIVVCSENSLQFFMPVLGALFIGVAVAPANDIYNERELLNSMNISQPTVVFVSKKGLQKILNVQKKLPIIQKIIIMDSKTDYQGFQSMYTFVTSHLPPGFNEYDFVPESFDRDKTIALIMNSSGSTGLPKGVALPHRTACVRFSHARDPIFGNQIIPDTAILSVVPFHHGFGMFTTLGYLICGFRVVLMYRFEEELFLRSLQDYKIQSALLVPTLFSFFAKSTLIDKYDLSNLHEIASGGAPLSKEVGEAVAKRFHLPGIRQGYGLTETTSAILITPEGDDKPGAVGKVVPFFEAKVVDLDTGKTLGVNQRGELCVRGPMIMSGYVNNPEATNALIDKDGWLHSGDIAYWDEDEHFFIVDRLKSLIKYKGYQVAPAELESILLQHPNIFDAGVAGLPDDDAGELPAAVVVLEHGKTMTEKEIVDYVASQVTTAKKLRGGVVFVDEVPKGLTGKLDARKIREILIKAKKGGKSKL
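System: luciferase plus luciferin reagent, cell-free; medium: PBS as buffer for the ATP substrate; dosing: test compounds dosed from 2 mM stocks in 100% DMSO; timing: 10 min post-reagent at room temperature; measured by: luminescence measurement of luciferase light output; evaluation: luciferase activation, seen as luminescence increase over controls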
PMI activator: increases human mannose-6-phosphate isomerase activity; P34949; purified human PMI, coupled resazurin fluorescence, 20 min; active compounds read high; 1 = vehicle control, 0 substrate-free wells; actives 0.005% (n = 190,000); activation factor at 20 µM;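 active = activation factor of 2 or more at 20 µM, relative to plate controls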
bIAP act: increases bovine intestinal alkaline phosphatase activity; purified bovine IAP, CDP-star luminescence, 30 min; active compounds read high; fold of DMSO-control signal, blank-subtracted; activation factor at 20 µM; actives 0.17% (n = 200,000);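 active = activation factor of 2 or more at 20 µM, a signal rise over negative controls twice the positive control's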
APP 5'UTR act: activates APP 5'UTR luciferase reporter. SH-SY5Y APP 5'UTR luciferase reporter, luminescence; zero percent = DMSO vehicle wells. activation, % at 2 µM. actives 1% (n = 190,000). AID 1276;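 active = activation above a set limit, based on mean plus 3 SD of controls, cut at about 140% in these data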; note: values of inactives mirror those of a sister screen read the other way
TNAP inh noacc: TNAP (human) inhibition, acceptor-free conditions; actives 0.26% (n = 200,000); purified TNAP, CDP-star luminescence, 30 min; inhibition, % at 20 µM; P05186;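 active = tissue-nonspecific alkaline phosphatase inhibition above about 50% at 20 µM in the single-dose screen, limit read from the data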;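 note: 0% = DMSO negative control and 100% = EDTA positive control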
TNAP inh hi DEA: blocks human TNAP under high phosphate acceptor concentration. purified TNAP, CDP-star luminescence, 1 M DEA. actives 0.03% (n = 200,000). inhibition, % at 20 µM. P05186;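 active = over 50% inhibition of tissue-nonspecific alkaline phosphatase at 20 µM in the single-dose screen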;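 note: plate controls were DMSO wells for no effect and EDTA-quenched wells as full inhibition for full effect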
TNAP act hiacc: increases human TNAP activity under high phosphate acceptor concentration | purified TNAP, CDP-star luminescence, 1 M DEA, 30 min; active compounds read high; 0 = EDTA background, 1 = DMSO-only activity | AID 1136 | activation factor at 20 µM | 200,000 tested, under 10 active | P05186;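 active = activation factor at least 2 at 20 µM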
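Test system – human TNAP · Doses – 20 µM single point · Incubation – 30 min, room temperature · Signal – luminescent substrate turnover signal · Read-out basis – activation factor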
FLuc inh counter: counter-screen for luciferase assay inhibitors: firefly luciferase inhibition | ATPLite firefly luciferase biochemical luminescence, 10 min | AID 1006 | actives 1.5% (n = 200,000) | inhibition, % at 10 µM | P08659;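 active = inhibition above about 50% when tested at 10 µM, limit read from the data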
* marks the source's active call; other numbers are inactive results; . = not tested or not shown.

cpd	smiles	PMI act satM6P	NF-kB expr up	FLuc stim CS	PMI activator	bIAP act
1	COc1ccc(OC)c(-c2nnc(SCC(=O)N3CCCc4ccccc43)o2)c1	0.9	0.82	1	0.9	1
2	CC(=O)NC12CC3CC(C1)CC(C(=O)OCC(=O)NC(=O)c1cccn1C)(C3)C2	0.9	1.1	1.1	0.9	0.9
3	COc1ccc(CN2CCCCC2C(=O)Nc2ccc(OC)c(OCC(C)C)c2)cc1OC (stereo not given)	1.1	1.2	1.1	1.1	0.9
4	CN(C)S(=O)(=O)c1cc(S(=O)(=O)N(C)C)c(Cl)cc1N	1.1	1.1	1	1.1	0.9
5	COc1cc(NC(=O)C2CCCCN2)ccc1OCC(C)C (stereo not given)	0.9	1.1	1.1	0.9	0.9
6	Cc1cccc(-n2ncc3c(N4CCOCC4)ncnc32)c1	1	1.6	0.1	1	1.1
7	COc1ccc(CCN2CNc3c(c(=O)n(C)c(=O)n3C)C2)cc1OC	1	1.1	1	0.9	1.1
8	N#C/C(=C\Nc1ccc2c(c1)OCCO2)c1nc2ccccc2[nH]1	1	0.22	1	0.9	1
9	CC(=O)/C=C1/SC(CC(=O)O)C(=O)N1c1ccccc1 (stereo not given)	1	1.2	1.1	1	0.9
10	COc1cccc(C2c3[nH]c4ccccc4c3CCN2Cc2cccn2-c2ncccn2)c1 (stereo not given)	0.8	1	1.1	0.9	0.9
11	Nc1cc(C(F)(F)F)cc([N+](=O)[O-])c1N	0.9	1.1	1	0.9	0.9
12	C=CCSc1nnc2c(n1)[nH]c1c(C)cccc12	0.8	2.4	0.8	0.9	1.1
13	COCCNc1nc2c(c(=O)n(C)c(=O)n2C)n1Cc1cccc(C)c1	1	0.84	1.1	1	0.9
14	CC(=O)c1ccc(NS(=O)(=O)c2c(C)cc(C)cc2C)cc1	0.9	1.4	1	0.9	0.9
15	O=c1[nH]c(S)nc2sc3c(c12)CCCC3	1.7	0.99	1	1.4	0.9

cpd	APP 5'UTR act	TNAP inh noacc	TNAP inh hi DEA	TNAP act hiacc	FLuc inh counter
1	-2	-1	0	1	2
2	0	-10	-5	1	-8
3	-1	-13	-2	1	-7
4	18	-13	-5	1.1	-1
5	-1	-10	-3	1	-5
6	67	-5	3	1	94*
7	-3	-8	-5	1.1	0
8	42	-11	-4	1	4
9	-1	-6	-1	1	-6
10	9	-9	-6	1.1	-7
11	1	8	4	1	-4
12	119	-8	-6	1.1	16
13	3	-10	-6	1.1	-5
14	53	-5	-2	1	-2
15	-6	-10	-5	1.1	5

More structures.
cpd	smiles	PMI act satM6P	NF-kB expr up	FLuc stim CS	PMI activator	bIAP act
16	COc1ccc(N(C(=O)c2ccco2)C(C(=O)NC2CCCCC2)c2cccs2)cc1OC (stereo not given)	0.8	1.2	1.1	1	1
17	Cc1ccc(CNC(=O)CN(C)S(=O)(=O)c2cccc3nsnc23)cc1	0.9	1	1	0.9	0.9
18	Cc1nn(Cc2ccc([N+](=O)[O-])cc2)c(=O)n1-c1ccc(F)cc1	0.9	0.99	1	0.9	0.9
19	N/C(=N\OC(=O)CCCc1ccccc1)c1cccnc1	1.1	1.1	0.5	1	1
20	Cc1ccc(OCCN2C(=O)NC3(CCc4ccccc4C3)C2=O)cc1 (stereo not given)	1	1.1	1.1	1	0.9
21	C=CCC1Cc2c(cccc2[N+](=O)[O-])C(CC=C)N1 (stereo not given)	1	1.3	1	1	1
22	CCn1cc(C(=O)OCC(=O)c2cc(C)n(-c3ccccc3F)c2C)c(=O)c2ccc(C)nc21	0.8	1	1	0.9	0.9
23	CCc1c(C)nc2c(Br)cccc2c1SCCC#N	1.4	0.93	1.1	1.3	1
24	Cc1cc2c(c(=O)n1CCN(C)C)C(c1ccccc1Br)C(C#N)=C(N)O2 (stereo not given)	1	1.1	1	1	1
25	O=C(CCCc1nc(-c2ccccc2)no1)NCc1cccnc1	0.9	0.94	1	0.9	0.9
26	COCCCNC(=O)c1ccc(-c2csc(C)n2)cc1	1	1.9	0.7	1.1	0.6
27	Cc1ccc(C)c(OCC(O)CN2C(C)CCCC2C)c1 (stereo not given)	0.9	1.2	1.1	0.9	1.1
28	Oc1ccccc1-c1cc(-c2ccco2)[nH]n1	1.2	3.9*	0.9	0.9	1.4
29	CCC(NC(=S)NCc1ccccc1)C(=O)O (stereo not given)	1	0.96	1	1.1	0.9
30	CSc1ncccc1C(=O)Nc1ccc(S(=O)(=O)NC2=NCCCCC2)cc1	1	1.5	1.1	1.1	1.1

cpd	APP 5'UTR act	TNAP inh noacc	TNAP inh hi DEA	TNAP act hiacc	FLuc inh counter
16	3	-9	-5	1.1	-7
17	3	-4	-4	1	0
18	.	5	-1	1	-4
19	17	-12	4	1	50*
20	-11	-7	0	1	-7
21	29	-11	-13	1.1	-2
22	1	-7	2	1	-2
23	-2	-3	-8	1.1	-10
24	-3	-8	-5	1	-1
25	5	-12	-6	1.1	-4
26	44	-13	0	1	29
27	15	-14	-4	1	-6
28	115	-67	-2	1	13
29	5	-10	-2	1	-5
30	-7	8	1	1	-7

Molecules listed so far with a cyano group (3):
cpd	smiles	PMI act satM6P	NF-kB expr up	FLuc stim CS	PMI activator	bIAP act
8	N#C/C(=C\Nc1ccc2c(c1)OCCO2)c1nc2ccccc2[nH]1	1	0.22	1	0.9	1
23	CCc1c(C)nc2c(Br)cccc2c1SCCC#N	1.4	0.93	1.1	1.3	1
24	Cc1cc2c(c(=O)n1CCN(C)C)C(c1ccccc1Br)C(C#N)=C(N)O2 (stereo not given)	1	1.1	1	1	1

cpd	APP 5'UTR act	TNAP inh noacc	TNAP inh hi DEA	TNAP act hiacc	FLuc inh counter
8	42	-11	-4	1	4
23	-2	-3	-8	1.1	-10
24	-3	-8	-5	1	-1

(next part)
cpd	smiles	PMI act satM6P	NF-kB expr up	FLuc stim CS	PMI activator	bIAP act
31	COCCn1c(SCC(=O)Nc2sc(C)c(C)c2C#N)nnc1-c1ccc(OC)cc1	0.8	0.96	1	0.9	0.8
32	CCS(=O)(=O)N1CCC(C(=O)O)CC1	1.1	1.2	1	1.2	1.1
33	CCOC(=O)CCC(NC(=O)c1ccc(NCN2C(=O)c3ccccc3C2=O)cc1)C(=O)OCC (stereo not given)	1	1.4	1.1	1	0.9
34	COc1ccc(CCN(C)C(=O)C2CCN(Cc3ccc(C)cc3)CC2)cc1OC	1.1	1.1	1.1	1	1.2
35	CC1Oc2ccccc2N(CC(=O)N2CCc3ccccc32)C1=O (stereo not given)	0.9	0.81	1	1	1
36	COc1cc(OC)c(S(=O)(=O)NC(C)C)cc1S(=O)(=O)NC(C)C	1	0.82	1.1	1	1
37	Cc1cc(C)cc(-n2cc[nH]c2=S)c1	1.1	0.96	1	1.1	0.9
38	CC(=O)Nc1ccc(OCC(O)Cn2ccnc2C)cc1 (stereo not given)	0.8	1.1	1.1	0.9	1.1
39	C/C(=N\Nc1ncc(Cl)cc1Cl)c1ccc(N2CCOCC2)cc1	1.3	1.5	0.9	1.5	1.1
40	Cn1nc(-c2ccccc2)c(CSc2ccccc2)c1Cl	1	1	1	0.9	0.9
41	O=C(NCCN1CCOCC1)C1CCC(=O)N1Cc1ccc(F)cc1 (stereo not given)	1	1.2	1	1	1
42	COc1cccc(NC(=O)CCSc2nnc3scc(-c4ccccc4)n23)c1	0.9	1.5	1	0.9	0.8
43	COc1ccc(-c2c3c(nc4sc5c(=O)[nH]c(C)nc5c24)CCC3)cc1	0.8	0.92	1	0.8	1.1
44	CSc1nc2ccc(S(=O)(=O)NC3CCCCC3)cc2s1	0.9	0.75	1	0.8	0.8
45	O=C(CN1C(=O)/C(=C\c2ccccc2F)SC1=S)Nc1nc2ccccc2s1	0.9	1.2	1	0.8	1

cpd	APP 5'UTR act	TNAP inh noacc	TNAP inh hi DEA	TNAP act hiacc	FLuc inh counter
31	8	-16	-5	1	-4
32	6	-4	0	1	-3
33	-18	-15	-6	1.1	-6
34	11	-12	-7	1.1	-9
35	19	-10	-6	1.1	-5
36	4	-7	-6	1.1	-6
37	4	-117	1	1	-4
38	1	-12	-6	1.1	-6
39	63	-22	4	1	8
40	4	7	0	1	-1
41	.	-15	0	1	-1
42	-11	-2	3	1	0
43	-7	-4	-3	1	-3
44	-5	-4	-1	1	0
45	7	-29	3	1	-4

Part of the list above, reduced to PMI act satM6P and FLuc stim CS:
No.	structure	PMI act satM6P	FLuc stim CS
39	C/C(=N\Nc1ncc(Cl)cc1Cl)c1ccc(N2CCOCC2)cc1	1.3	0.9
36	COc1cc(OC)c(S(=O)(=O)NC(C)C)cc1S(=O)(=O)NC(C)C	1	1.1

Further records
cpd	smiles	PMI act satM6P	NF-kB expr up	FLuc stim CS	PMI activator	bIAP act
46	CC(=O)c1c(C)oc2c1C(=O)c1ccccc1C2=O	1.1	0.4	1.1	1	0.9
47	O=C(Cn1cnc2c(nnn2-c2ccccc2)c1=O)N1CCOCC1	0.9	1.2	1.1	0.9	0.9
48	CCc1c(C)[nH]c2ccc(C)cc2c1=O	1	1.5	1.1	0.9	0.9
49	CCOC(=O)c1c(NC(=O)CN(CC)CC)sc2c1CCN(C(=O)OCC)C2	0.9	0.58	1	0.9	1

cpd	APP 5'UTR act	TNAP inh noacc	TNAP inh hi DEA	TNAP act hiacc	FLuc inh counter
46	-2	-4	0	1	-10
47	11	-13	-5	1	-8
48	1	-3	-4	1	-7
49	13	-6	-4	1	0

Screening results (PubChem BioAssay)
